KCNQ2 inh: KCNQ2 potassium channel inhibitors, primary screen, cell-based, CHO-K1, FluxOR thallium flux, B-score (AID 2156); Potassium voltage-gated channel subfamily KQT member 2 (Rattus norvegicus), O88943; 20 min; active compounds read low; B-score at 10 µM; 1.1% of 310,000 active;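 active means fluorescence ratio B-score at most minus 3 library SDs, with starting brightness B-score within 2 library SDs, cut at about -5.5 in these data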
Target sequence (O88943 whole entry, looked up): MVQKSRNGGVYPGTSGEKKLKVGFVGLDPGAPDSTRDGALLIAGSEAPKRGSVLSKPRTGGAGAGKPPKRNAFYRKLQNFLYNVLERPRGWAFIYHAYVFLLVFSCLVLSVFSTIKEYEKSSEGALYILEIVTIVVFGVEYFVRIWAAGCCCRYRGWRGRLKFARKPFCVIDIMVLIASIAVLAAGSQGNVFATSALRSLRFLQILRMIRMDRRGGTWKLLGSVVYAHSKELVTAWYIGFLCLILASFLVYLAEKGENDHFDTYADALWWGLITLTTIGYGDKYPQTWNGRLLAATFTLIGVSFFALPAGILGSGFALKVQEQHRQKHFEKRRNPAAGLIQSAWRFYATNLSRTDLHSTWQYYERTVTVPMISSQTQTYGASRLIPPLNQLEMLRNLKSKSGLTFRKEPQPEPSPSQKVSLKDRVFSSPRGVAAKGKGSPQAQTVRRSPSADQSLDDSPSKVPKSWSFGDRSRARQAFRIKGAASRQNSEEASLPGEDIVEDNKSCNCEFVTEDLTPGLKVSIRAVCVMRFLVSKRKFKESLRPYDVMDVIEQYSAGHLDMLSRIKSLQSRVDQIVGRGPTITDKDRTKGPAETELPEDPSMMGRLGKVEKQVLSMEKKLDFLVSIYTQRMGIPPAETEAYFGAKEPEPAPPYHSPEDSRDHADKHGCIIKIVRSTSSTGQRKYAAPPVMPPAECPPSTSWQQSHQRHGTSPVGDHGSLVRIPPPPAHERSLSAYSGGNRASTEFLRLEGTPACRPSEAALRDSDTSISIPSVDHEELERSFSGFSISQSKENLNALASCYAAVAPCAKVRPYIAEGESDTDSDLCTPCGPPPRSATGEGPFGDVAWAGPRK
Kir21 block: inhibitors of mouse Kir2.1 inward-rectifier potassium channel; AID 1672, 2009; B-score at 10 µM; HEK293-Kir2.1, FluxOR thallium flux fluorescence; active compounds read low; 0.85% of 310,000 active;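 active means fluorescence ratio B-score at or below minus 3 SD of library scores, with starting-brightness B-score within 2 SD, cut at about -4.2 in these data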;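 further: channel flux triggered by added potassium and thallium sulfate stimulus; B-score of peak minus minimum fluorescence over baseline after thallium stimulus; more negative B-score means stronger Kir2.1 block with less thallium influx; some compounds called inactive have numbers as strong as hits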
STK33 kinase inh: inhibitors of purified STK33 kinase, primary screen, biochemical, ADP-Glo luminescence, homogeneous, cell-free. MBP phosphorylation. inhibition, % at 10 µM. Serine/threonine-protein kinase 33 (Homo sapiens), Q9BYT3. 0.073% of 320,000 active;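 active means inhibition at or above 25%, using the most active replicate where run in duplicate; inactive means inhibition below 25%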
Starred values were filed as active, the others as inactive; i = inactive; · = not tested or not shown.

Sequence of screens: STK33 kinase inh	Kir21 block	KCNQ2 inh
1: COc1ccc(N2CCN(C(=O)c3ccc4c(=O)n(CCc5ccc(OC)c(OC)c5)c(=O)[nH]c4c3)CC2)cc1
→ 0.2	0.33	i
2: O=C(Nc1ccccc1C(=O)NCc1cccnc1)c1ccccc1Cl
→ -5.1	-1	i
3: CSCC(=O)N1CCc2ccc(NC(=O)c3ccccc3Cl)cc2C1
→ ·	-0.29	i
4: Nc1nc(Cl)nc2ccc(Br)cc12
→ 1.9	0.77	i
5: CCOc1ccccc1NC(=S)NC1CC2CCC1C2 (configuration not stated)
→ 6.2	-0.49	i
6: O=C(Nc1ccc(N2CCOCC2)c(Cl)c1)c1cccnc1Cl
→ 0.8	0.27	i
7: COc1cc(/C=N/NC2=NCCCCC2)ccc1O
→ -1.7	-1.9	i
8: Cc1cc(C)cc(NC(=O)C(Sc2ncnc3ccccc23)c2ccccc2)c1 (configuration not stated)
→ -1.3	-1.2	i
9: CC(C)NC(=O)COC(=O)Cn1[nH]c(=O)c2ccccc2c1=O
→ -0.7	0	i
10: COc1ccc(C)cc1NC(=O)CNc1ccccc1CN(C)C1CCCCC1
→ 0.3	-2.4	i
11: CC(C)Nc1nnc(SCC(=O)NCc2ccc3c(c2)OCO3)s1
→ -1.0	0.73	i
12: CC(C)n1c(O)c(N=NC(=O)CNC(=O)c2cccnc2)c2ccccc21
→ -1.0	0.6	i
13: O=C(CC1CCCC1)N1CCCC(Nc2ccc(F)cc2)C1 (configuration not stated)
→ -0.6	-3.5	i
14: CC(=O)Nc1ccc(C(=O)Nc2ccc(S(=O)(=O)Nc3nccc(C)n3)cc2)cc1
→ -0.2	0.57	i
15: Brc1cccc(CNn2cnnc2)c1
→ -0.2	0.4	i
16: Cc1nnc(NC(=O)CSc2nnc(CCNC(=O)c3ccccc3F)n2C)s1
→ -1.5	2.3	i
17: COc1ccc(-n2nc3c(c2NC(=O)c2ccc(N4C(=O)CCC4=O)cc2)CSC3)cc1
→ 1.3	-0.59	i
18: Cn1c(SCC(=O)O)nnc1-c1ccc2ncccc2c1
→ -0.9	-0.78	i
19: Clc1ccc(-c2cc3ccccc3nc2N2CCOCC2)cc1
→ -1.3	1	i
20: CN(CC(=O)Nc1ccc(F)cc1)C(=O)COC(=O)c1ccccc1
→ -1.6	-0.45	i

Screen by screen, quoted from above.
Compounds 12 to 20 in Kir21 block read 0.6, -3.5, 0.57, 0.4, 2.3, -0.59, -0.78, 1, -0.45

The results go on:
Sequence of screens: STK33 kinase inh	Kir21 block	KCNQ2 inh
21: O=S(=O)(NCC(c1cccnc1)N1CCN(Cc2ccccc2)CC1)c1ccc(F)cc1 (configuration not stated)
→ -1.1	-1.7	i
22: CC(C)(C)OC(=O)N1CCCC1C(=O)NCCc1ccccc1 (configuration not stated)
→ -0.9	-1	i
23: CC(C)c1ccc(/C=C/C(=O)NC2CCCCC2)cc1
→ -2.2	0.02	i
24: CN(C(=O)c1ccc(Br)cc1)C1CCS(=O)(=O)C1 (configuration not stated)
→ 0.1	2	i
25: CN1CCC(=NNC(=O)CN(c2cccc([N+](=O)[O-])c2)S(=O)(=O)c2ccccc2)CC1
→ -0.1	-1.5	i
26: COc1cc(/C=C(\C#N)C(=O)Nc2cccc3ncccc23)ccc1O
→ -0.8	-0.23	i
27: CN(CC(=O)Nc1ccc(Cl)c(C(F)(F)F)c1)C(=O)c1cccnc1Sc1ccccc1
→ -1.3	2.2	i
28: N/C(=N\c1nc2c(c(=O)[nH]1)CCCC2)Nc1ccc(Oc2ccccc2)cc1
→ -0.5	-0.36	i
29: O=[N+]([O-])c1cc(C(F)(F)F)ccc1N1CCCNCC1
→ -0.3	-0.58	i
30: CCN1CCN(c2c(Cl)cccc2NC(=O)c2ccc3nsnc3c2)CC1
→ -0.6	0.82	i
31: CC(C)CCN1CCN(Cc2ccc(C(F)(F)F)cc2)CC1CCO (configuration not stated)
→ -0.7	0.77	i
32: S=c1[nH]c(-c2ccccc2)cs1
→ -1.2	1.8	i
33: CN(c1ncc(C(F)(F)F)cc1Cl)N1C(=O)c2cccc(N)c2C1=O
→ -0.8	0.01	i
34: Cc1cc(C(=O)O)c(S(C)(=O)=O)s1
→ -0.2	0.98	i
35: CC(C)(C)c1ccc(OCC(=O)NCc2ccco2)cc1
→ -1.3	-0.76	i
36: S=c1[nH]cnc2scc(-c3ccc(Cl)cc3)c12
→ -1.2	-0.01	i
37: O=C(C1=NNCC1c1ccc(Cl)cc1)C1CO1 (configuration not stated)
→ ·	-0.12	i
38: CCOC(=O)c1cn(CC)c2c(ccc3ccccc32)c1=O
→ -1.2	1	i
39: CC(NC(=O)CNC(=O)c1ccco1)c1ccccc1 (configuration not stated)
→ -0.4	-0.05	i
40: Cc1ccc(N/C=C(\C2OC(=O)c3ccccc32)[N+](=O)[O-])c(C)c1 (configuration not stated)
→ -1.4	1.5	i
41: O=C(Cc1ccc(S(=O)(=O)N2CCOCC2)s1)Nc1ccccc1N1CCCC1
→ -0.1	0.3	i
42: CC1(C)Cc2nc(N3CCCC3)c(C#N)cc2CO1
→ 2.2	0.23	i
43: CCOc1ccc(-n2c(=O)c3c4c(sc3n(CC(=O)NCC3CCCO3)c2=O)CCC4)cc1 (configuration not stated)
→ 0.0	-0.03	i
44: COc1ccc(N2CCN(C(CNS(=O)(=O)c3cc(F)ccc3F)c3cccnc3)CC2)cc1 (configuration not stated)
→ 0.4	0.44	i
45: COc1ccc(OC)c(NC(=S)NCc2ccc(S(N)(=O)=O)cc2)c1
→ 0.1	0.5	i
46: Cc1cc(C)n2cc(CSc3nnnn3-c3ccccc3C)nc2n1
→ -2.6	-0.75	i
47: O=C(c1ccccc1Cl)N1CCN(c2ccccn2)CC1
→ 0.5	0.02	i
48: O=C(Cc1ccsc1)Nc1cc(F)ccc1F
→ -1.8	1.5	i
49: Cn1c(CNc2ccc(Cl)cc2)nnc1SCc1ccccc1
→ -1.0	-0.26	i
50: Cc1ccc(N2C(=O)C(Cl)=C(NCCO)C2=O)c(C)c1
→ -0.1	-1.9	i
51: O=C(CSc1nnc(SCc2ccccc2)s1)N/N=C/c1c[nH]c2ccccc12
→ ·	1.2	i
52: COc1ccc(-c2csc(NC(=O)CSCc3c(C)noc3C)n2)cc1OC
→ -0.9	0.3	i
53: COc1ccc(NC(=S)NC(=O)Cc2ccccc2)cc1
→ 0.5	0.03	i
54: N#C/C(=C(/O)CN1C(=O)c2ccccc2C1=O)c1nc2ccccc2[nH]1
→ -0.5	-1.6	i
55: CCn1c(SCC(=O)NCCOc2ccccc2)nc2ccccc2c1=O
→ 1.0	-1.8	i
56: CCC1(CC)C(=O)C(C)(C)C(=O)OC1c1cccs1 (configuration not stated)
→ -2.1	-3.2	i
57: COc1ccc2oc(=O)cc(-c3cc4cccc(OC)c4o3)c2c1
→ 1.9	-0.43	i
58: CN(C)c1cccc(C(=O)N(Cc2ccccc2)Cc2ccccc2)c1
→ -1.4	-1.3	i
59: COc1ccc(CCNc2ncnc3nc[nH]c23)cc1OC
→ -0.3	0.08	i
60: COc1ccc(CCNC(=O)c2coc3ccccc3c2=O)cc1
→ -1.1	1.6	i
61: O=C(CSc1ccccn1)Nc1nonc1[N+](=O)[O-]
→ ·	0.1	i
62: CC1=NN(C(N)=S)C(=O)C1N=Nc1ccc(O)cc1 (configuration not stated)
→ ·	0.41	i
63: Cc1cccc(-n2c(O)c(C=Nc3ccccc3-c3n[nH]c(=S)[nH]c3=O)c3ccccc3c2=O)n1
→ 0.8	-0.46	i
64: O=C1CCCN1CCCN1C(=O)N[C@@H](Cc2ccccc2)C1=O
→ -0.6	0.14	i
65: Cc1cc(NS(=O)(=O)c2ccc(NC(=O)CSc3nnc(-c4ccco4)n3C)cc2)nc(C)n1
→ -2.2	1.1	i
66: CCc1cc2c(NC3CCCC3)ncnc2s1
→ 0.8	0.46	i
67: CCOc1cccc2sc(N(CCCN(C)C)C(=O)c3ccc(S(=O)(=O)N4CCc5ccccc5C4)cc3)nc12
→ 0.7	1	i
68: CCOC(=O)Cc1csc(/N=C/c2c(O)n(-c3ccc(C)c(C)c3)c(=O)c3ccccc23)n1
→ -1.7	-0.43	i
69: COc1cc(NC(=O)c2cc([N+](=O)[O-])ccc2NC(=O)CNC2CCCCC2C)cc(OC)c1 (configuration not stated)
→ -0.5	-1.8	i
70: CC(C)CN(CC(C)C)S(=O)(=O)N1CCC(C(=O)NCCN2CCOCC2)CC1
→ -0.1	-0.03	i
71: O=C(CNC(=S)NC(=O)c1cccs1)c1ccccc1
→ -1.8	-3	i
72: N#CCc1nc(CSc2nc3ccccc3o2)cs1
→ -1.3	-0.04	i
73: CCOc1ccc(-c2nnn(CCC#N)n2)cc1OC
→ 1.1	0.34	i
74: COCCN1CCN(C(=O)c2cc(COc3cc(C)ccc3C)on2)CC1
→ 0.0	0.08	i
75: C/C=C/Cn1c(N(C)Cc2ccccc2)nc2c1c(=O)[nH]c(=O)n2C
→ ·	-0.89	i
76: O=C(c1cccs1)c1coc2ccc(O)cc12
→ 1.2	0.48	i
77: COc1ccc2[nH]cc(C(O)CN3CCN(c4ccccc4)CC3)c2c1 (configuration not stated)
→ ·	-1	i
78: Cc1ccc(C(C)NC(=O)c2ccco2)cc1 (configuration not stated)
→ -0.4	0	i
79: O=C1N2c3ccccc3CCc3cccc(c32)C1(O)C(F)(F)F (configuration not stated)
→ 1.0	-3.4	i
80: O=c1[nH]ncc(N/N=C\c2cccnc2)c1Cl
→ -0.1	-0.08	i

Reprinted from the part before: four entries, followed by the next part.
Sequence of screens: STK33 kinase inh	Kir21 block	KCNQ2 inh
77: COc1ccc2[nH]cc(C(O)CN3CCN(c4ccccc4)CC3)c2c1 (configuration not stated)
→ ·	-1	i
78: Cc1ccc(C(C)NC(=O)c2ccco2)cc1 (configuration not stated)
→ -0.4	0	i
79: O=C1N2c3ccccc3CCc3cccc(c32)C1(O)C(F)(F)F (configuration not stated)
→ 1.0	-3.4	i
80: O=c1[nH]ncc(N/N=C\c2cccnc2)c1Cl
→ -0.1	-0.08	i
81: COc1ccc(OCC(=O)Nc2c3c(nn2C(C)(C)C)CS(=O)(=O)C3)cc1
→ 1.2	0.91	i
82: O=C(CCn1cnnn1)Nc1ccc(Cl)cc1Cl
→ -0.8	-1.6	i
83: O=C(Nc1ccc(Cl)cn1)c1ccc2c(Cl)c3c(nc2c1)CCC3
→ -1.2	0.56	i
84: COc1ccc(C(C(=O)NC2CCCCC2)N(CC2CCCO2)C(=O)CCCC(=O)Nc2ccccn2)cc1 (configuration not stated)
→ ·	-0.54	i
85: O=C(Nc1cccnc1)Nc1ccc(Cl)cc1Cl
→ -0.6	0.67	i
86: CSc1ccccc1C(=O)C1CCCN(C(=O)c2cc(C(C)C)no2)C1 (configuration not stated)
→ -0.5	-0.01	i
87: CN(Cc1ccccc1)C(=O)COC(=O)Cn1cnc2ccccc21
→ -0.8	0.96	i
88: CCc1ccc(NC(=O)[C@H](C)NC(=O)C2CCN(C(=O)[C@@H](N)C(C)C)CC2)cc1
→ -0.9	0.6	i
89: COc1ccc(CN2CCNC(=O)C2CC(=O)N2CCCCO2)c(OC)c1 (configuration not stated)
→ -0.6	1.3	i
90: COCC(=O)Nc1nc2ccc(S(C)(=O)=O)cc2s1
→ -1.4	-1.4	i
91: CCOc1cc(/C=N/NC(=O)Cc2ccc(C(F)(F)F)cc2[N+](=O)[O-])ccc1O
→ -1.3	-0.05	i
92: CCOC(=O)n1c(O)c(N=NC(N)=S)c2cc(C)ccc21
→ -1.2	1.4	i
93: CCN(CC)CCCNC(=O)CCn1nc(-c2ccc(Cl)cc2)ccc1=O
→ 0.2	0.54	i
94: O=C(NCc1ccccc1)C1Cc2ccccc2CN1C(=O)c1ccco1 (configuration not stated)
→ 0.6	0	i
95: O=C(CN(C(=O)CCC(=O)Nc1ccccn1)c1cccc(F)c1)NCc1ccco1
→ -1.0	-0.32	i
96: COc1ccc(S(=O)(=O)NC(C)C(=O)Nc2ccccc2)cc1Cl (configuration not stated)
→ -0.7	0.49	i
97: O=C(c1ccccc1)N1CCN(C(=S)NCc2ccco2)CC1
→ -0.8	-0.42	i
98: C=C1c2cc3c(cc2NC(=S)N1Cc1ccccc1)OCO3
→ -1.3	-1.6	i
99: CCc1ccc(NC(=O)c2sc3nc(C)nc(N4CCN(c5ccccn5)CC4)c3c2C)cc1
→ -0.4	-0.08	i
100: COC(=O)c1c(NC(=O)CN2C(=O)c3ccccc3C2=O)sc(Cc2ccc3c(c2)OCO3)c1C
→ 0.5	1.4	i
101: CCN=C(NCC)SC1CC(=O)N(c2ccccc2)C1=O (configuration not stated)
→ -1.6	-1	i
102: O=C(N/N=C/c1ccc(O)cc1)/C(=C/c1ccccc1)CCO
→ -0.3	-2.5	i
103: Cc1[nH]n(-c2ccccc2)c(=O)c1N=Nc1cccc([N+](=O)[O-])c1
→ -0.2	1.7	i

Profiles, looked up by structure:
Record of COc1ccc(OCC(=O)Nc2c3c(nn2C(C)(C)C)CS(=O)(=O)C3)cc1 → STK33 kinase inh = 1.2; Kir21 block = 0.91; KCNQ2 inh = i
Record of O=C(CN(C(=O)CCC(=O)Nc1ccccn1)c1cccc(F)c1)NCc1ccco1 → STK33 kinase inh = -1.0; Kir21 block = -0.32; KCNQ2 inh = i
